# EPAC2 agonist – EPAC2 (human) agonism; Q8WZA2; EPAC2 activation, biochemical qHTS; response scale: 100% = 6.5 mM cAMP response; Potency, µM (doses to about 154 µM), inactives show at the top dose activation, usual class: activators; actives 0.079% (n = 360,000); also: potency is read from the fitted curve at half-maximal effect; nearly all actives have a fitted effect of over 50% in size
#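 Setup: EPAC2 100 nM, labeled Rap1B complex 250 nM, free GDP 50 uM. Compound titrations pinned in, brief spin, 5 min room temperature incubation. Kinetic fluorescence read over 30 min, normalized to 6.5 mM cAMP.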
# aSyn yeast inh – rescues yeast growth from alpha-synuclein toxicity; actives 0.14% (n = 370,000); Yeast expressing alpha-synuclein, growth rescue, BacTiter-Glo, 24 h; Potency, µM (top dose mostly 46.1 µM), without a hit: at the top dose growth rescue (activation), actives largely listed as activators; AID 652106; also: potency is read from the fitted curve at half-maximal effect; % of control where 0% means no effect; nearly all actives have a fitted effect of over 65% in size
#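 Screening used galactose-induced yeast with toxic alpha-synuclein levels, exposed to compound for 24 hr at 30 deg C. Cell growth, read with BacTiter-Glo luminescence, gave the measured signal.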
# D3 antag – D3 dopamine receptor (human) antagonism | AID 652054 | actives 2.5% (n = 360,000) | P35462 | D3R cells, DiscoveRx beta-arrestin luminescence, antagonist mode; active compounds read low | max response, negative = inhibition, %; in the data active = max response below about -50%; inconclusive = no clear call, values can overlap the other calls; also: % is scaled to controls: 0 for no effect and ±100 for the full control effect; mostly tested at two doses, the higher about 12 µM
# Target sequence (P35462 whole entry, looked up): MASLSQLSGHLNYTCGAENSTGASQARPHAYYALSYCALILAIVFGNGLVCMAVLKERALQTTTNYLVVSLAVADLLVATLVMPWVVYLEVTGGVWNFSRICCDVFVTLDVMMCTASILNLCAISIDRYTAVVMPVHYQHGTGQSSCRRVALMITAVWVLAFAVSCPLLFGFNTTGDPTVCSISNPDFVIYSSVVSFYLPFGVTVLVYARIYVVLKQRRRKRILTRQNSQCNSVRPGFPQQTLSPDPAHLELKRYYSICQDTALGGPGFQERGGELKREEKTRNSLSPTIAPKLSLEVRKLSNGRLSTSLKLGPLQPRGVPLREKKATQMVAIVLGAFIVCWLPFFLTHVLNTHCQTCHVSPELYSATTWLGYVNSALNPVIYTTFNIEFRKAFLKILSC
#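 Cells expressing the human receptor were seeded at 1500 cells/well, incubated overnight at 37 degrees C in 5% CO2, then exposed to library compounds with dopamine controls for 90 minutes at 37 degrees C before luminescent detection.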
# EPAC2 antagonist – antagonists of human EPAC2; Potency, µM (top dose mostly 114 µM), for the others: at the top dose activity, negative = inhibition, most hits filed as inhibitors; Q8WZA2; EPAC2 GEF exchange of Rap1B-BODIPY-GDP, fluorescence; actives 0.18% (n = 360,000); also: potency is read from the fitted curve at half-maximal effect; % is scaled to controls: 0 for no effect and ±100 for the full control effect; nearly all actives have a fitted effect of over 45% in size; many of its hits are not listed in these tables
# Abeta rescue – restores growth of yeast expressing A-beta42 peptide; Potency, µM (top dose mostly 46.1 µM), for inactives: at the highest dose growth rescue, actives largely listed as activators; yeast expressing A-beta42, growth rescue, OD600, 48 h; response scale: 0% DMSO, 100% iron-clioquinol control; AID 1347071; actives 0.063% (n = 410,000); also: potency is read from the fitted curve at half-maximal effect; nearly all actives have a fitted effect of over 55% in size
#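 Yeast growth medium received pinned compounds, then yeast cells expressing toxic A-beta were added; plates incubated at 30 C for 48 hr. Growth read as absorbance at 600 nm, normalized to DMSO and equimolar FeCl3 plus clioquinol controls.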
# DRD3 agonist – agonists of human D3 dopamine receptor; AID 652048; D3R DiscoveRx beta-arrestin cells, luminescence, 90 min; max activation, %; P35462; actives 0.58% (n = 410,000); in the data active = max activation above about 30%; also: 0% is about no effect; mostly tested at two doses, the higher about 12 µM
#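 Cells at 1500/well, incubated overnight, then treated with pinned compounds (dopamine as control) for 90 min at 37 degrees C. DiscoveRx reagent added for 30 - 60 minutes at room temperature; luminescence read.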
# TDP-43 yeast inh – rescues yeast growth from TDP-43 toxicity; TDP-43 expressing yeast growth rescue, BacTiter-Glo, 24 h; Potency, µM (titrated, usually from 46.1 µM), inactives show at the top dose growth rescue (activation), most hits filed as activators; actives 1.8% (n = 410,000); AID 652104; also: potency is read from the fitted curve at half-maximal effect; % of control where 0% means no effect; nearly all actives have a fitted effect of over 50% in size
#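 Cell-based yeast growth screen: TDP-43 expression induced in galactose, inoculum OD600=0.02 after raffinose pregrowth to mid-log. Read-out BacTiter-Glo luminescence at 24 hr, 30 deg C; inhibition of toxicity seen as signal increase.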
# FUS suppressor – FUS proteinopathy suppression in yeast; S. cerevisiae FUS-expressing, growth rescue, OD600, 24 h; actives 0.24% (n = 390,000); AID 1347120; Potency, µM (highest dose often 76.6 µM), without a hit: at the top dose growth rescue (activation), usual class: activators;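 also: potency is read from the fitted curve at half-maximal effect; plate controls were DMSO vehicle for no effect and reference control for full effect; nearly all actives have a fitted effect of over 55% in size; some results filed as inactive show a strong effect at the top dose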
#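 S. cerevisiae expressing FUS from galactose induction served as the toxicity model. Growth after 24hr at 30C, read as absorbance at 600 nm, indicates suppression of toxicity; compounds dosed at several concentrations.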
# Numbers without * were called inactive; u = inconclusive; x = not tested or not shown; & = joins results of further samples; [ ] = dose if it differs, or a comment. Unless noted, calls follow the shape of the dose curve; as a rule, active = well fitted curve in the direction sought with a large enough effect; inconclusive = small, poorly fitted or top-dose-only effect, or another doubt; inactive = no such curve, though single readings can be large; an effect the other way counts as inactive or inconclusive. Only part of the results is shown, so the mix of outcomes need not match the whole.
SMILES,EPAC2 agonist,aSyn yeast inh,D3 antag,EPAC2 antagonist,Abeta rescue,DRD3 agonist,TDP-43 yeast inh,FUS suppressor
O=C(NCc1ccc2c(c1)OCO2)c1cccc(Cl)c1,3%,8%,13,10%,22%,1,5%,u
COc1ccc(-c2nc(CS(=O)CC(=O)NCCc3ccc(OC)c(OC)c3)c(C)o2)cc1 (stereo unspecified),0%,6%,0,3%,9%,8,-7%,0%
CC(=O)c1cccc(NC(=O)c2nccnc2C(=O)O)c1,-1%,-8%,17,0%,-14%,-7,-12%,13%
CCOC(=O)c1cc2occc2n1CC(=O)Nc1ccc(OC)cc1OC,0%,6%,13,3%,17%,1,-2%,2%
O=C(CN1CCCCCC1=O)N1CCN(S(=O)(=O)c2cccs2)CC1,6%,-1%,3,-2%[57.1 µM],-7%,0,7%,-12%
CCCC(=O)Nc1cc(-c2nn(C)c(=O)c3ccccc23)ccc1N1CCCCC1,12%,4%,-12,-13%,8%,-1,-7%,11%
O=C(NC1CCCCC1)C1CCC(CNS(=O)(=O)c2cccc3nsnc23)CC1 (stereo unspecified),5%,0%,15,3%,-25%,-3,10%,-25%
COc1ccc(CN2CCN(C(=O)c3cc(C4CC4)nn3-c3ccccc3)CC2)cc1F,17%,-4%,-50*,-18%,-17%,-5,-6%,10%
COC(=O)CSc1nc(N2CCCCC2)c2c(c1C#N)CCCC2,8%,6%,-4,-7%,7%,2,-7%,16%
CC(=O)Nc1c(-c2ccccc2)nc2cc(C)ccn12,-2%,7%,14,6%,14%,4,10%,-8%

# Part of the list above in order of length of the SMILES, largest number first.
SMILES,EPAC2 agonist,aSyn yeast inh,D3 antag,EPAC2 antagonist,Abeta rescue,DRD3 agonist,TDP-43 yeast inh,FUS suppressor
COc1ccc(CN2CCN(C(=O)c3cc(C4CC4)nn3-c3ccccc3)CC2)cc1F,17%,-4%,-50*,-18%,-17%,-5,-6%,10%
CCOC(=O)c1cc2occc2n1CC(=O)Nc1ccc(OC)cc1OC,0%,6%,13,3%,17%,1,-2%,2%
COC(=O)CSc1nc(N2CCCCC2)c2c(c1C#N)CCCC2,8%,6%,-4,-7%,7%,2,-7%,16%

# (further entries)
SMILES,EPAC2 agonist,aSyn yeast inh,D3 antag,EPAC2 antagonist,Abeta rescue,DRD3 agonist,TDP-43 yeast inh,FUS suppressor
Cc1c(C(=O)NC2=NCCS2)oc2ccccc12,-3%,-14%,6,-1%,-27%,-18,-24%,17%
COc1ccccc1NC(=O)Cn1cnc2ccc(S(=O)(=O)N3CCC(C)CC3)cc2c1=O,x,x,x,x,-10%,-12,8%,0%
Cc1cccc(C)c1OCC(=O)NNC(=O)CCNC(=O)c1ccco1,-3%,-13%,7,-7%,7%,-1,16%,-9%
O=C(NCCc1ccccc1)c1ccc2c(c1)OCO2,-1%,-12%,-20,13%,19%,2,-11%,41%
CCC(=O)NC(Nc1cccc(C)n1)(C(F)(F)F)C(F)(F)F,-3%,7%,-9,7%,-9%,-4,6%,-10%
COC(=O)c1ccc(CN(c2ccccn2)S(=O)(=O)c2ccccc2)cc1,8%,1%,13,-8%,9%,0,-14%,42%
CC1CCCC(CC(=O)O)(CC(=O)O)C1 (stereo unspecified),1%,-8%,u,-7%,-1%,-8,-9%[1.82 µM],-27%
CC(=O)c1sc2c(c1OC(=O)c1ccc(Cl)cc1)c(=O)n(-c1ccccc1)c(=S)n2-c1ccccc1,-11%,6%,-18,0%,1%,-3,25%,x
Nc1ccn([C@@H]2O[C@H](C(=O)N3CCN(Cc4ccccn4)CC3)[C@@H](O)[C@H]2O)c(=O)n1,3%,21%,-17,0%,-6%,-2,19%,-19%
O=C(NCCn1ccc2ccccc21)c1ccc(S(=O)(=O)N2CCOCC2)cc1,4%,1%,6,5%,5%,0,33%,29%
O=C1C=C(NCc2ccc3c(c2)OCO3)CC(c2ccccc2)C1 (stereo unspecified),2%,2%,8,0%,-7%,3,25%,13%
COc1cc(NC(=S)NCc2ccco2)cc(OC)c1,2%,1%,8,1%,-6%,-4,11%,2%
CC(C)(C)OC(=O)N1CCN(C(=O)c2ncn(Cc3ccccc3)c2C(=O)N2CCN(C(=O)OC(C)(C)C)CC2)CC1,2%,2%,-2,-5%,-10%,12,-13%,-1%
COc1cc(OC)c2c(C)cc(=O)oc2c1C(CCN1CCN(c2ccccc2)CC1)c1ccc2c(c1)OCO2 (stereo unspecified),6%,-12%,-13,5%,1%,29,-9%,25%
COc1ccccc1C(=O)C1CCCN(Cc2ccc3c(c2)OCCO3)C1 (stereo unspecified),-2%,-2%,-50*,1%,4%,-38,-4%,23%
O=C1C(C=NCCCn2ccnc2)=C(O)c2ccccc21,9%,-4%,18,13%,-15%,1,8%,11%
c1ccc(C[C@H]2CN=C(Nc3ccccc3)N2CCCC2CCCC2)cc1,0%,1%,3,-5%,13%,-51,0%,7%
Cc1cccc(N=C(NO)c2nonc2N)c1,11%,-2%,6,1%,10%,-2,5%,x
O=C(Cc1ccccc1)c1ccc(N2CCOCC2)cc1,1%,-4%,17,12%,0%,-15,6%,x
COc1ccc(OC)c(/C=C2\SC(=S)N(NS(=O)(=O)c3ccc(C)cc3)C2=O)c1,9%,-1%,-13,u,-13%,-3,-20%,29%
CCCn1c(SCC(=O)c2ccc3c(c2)OCCO3)n[nH]c1=O,5%,-5%,1,7%,-13%,0,-3%,7%
O=C(NNc1ncnc2c1cnn2-c1ccc(F)cc1)c1ccco1,4%,-4%,6,0%,32%,9,20%,-16%
CCOC(=O)C1CCCN(C(=O)c2cc(Nc3ccc(OC)c(OC)c3)nc3ccccc23)C1 (stereo unspecified),-5%,9%,2,-18%,24%,5,19%,18%
O=C(CN1CCOCC1)NCc1ccc(F)cc1,-8%,0%,7,5%,-8%,-1,17%,-9%
Cc1ccccc1Nc1c(-c2ccncc2)nc2ccc(Cl)cn12,-5%,2%,7,6%,13%&-3%,-7&-4,9%&1%,1%&-2%
CCOc1ccc(CN2CCNC(=O)C2CC(=O)NCC2CCOCC2)cc1 (stereo unspecified),-4%,0%,17,14%,2%,10,12%,x
NC(=O)Cc1ccc(OCc2nn[nH]n2)cc1,u,4%,31,5%,-7%,1,14%,-1%
CC1CN(C(=O)COC(=O)CSc2ccc(C(N)=O)cc2[N+](=O)[O-])CC(C)O1 (stereo unspecified),1%,0%,-1,0%,5%,12,24%,-2%
CN(C)C(=O)C(=O)c1cccn1-c1ccccc1C#N,-3%,3%,17,1%,-1%,2,5%,15%
Cc1noc(C)c1S(=O)(=O)N(CC(=O)NC(C)c1ccccc1)c1ccc(C(C)C)cc1 (stereo unspecified),-12%,2%,7,4%,-1%,-5,13%,8%
Cc1nc(N2CCN(C)CC2)c2c(C)c(C(=O)Nc3ccc(F)cc3)sc2n1,10%,0%,u,-6%,6%,-8,2%,5%
Cc1nnc(SCc2ccccc2)n(N)c1=O,-1%,0%,1,-8%,8%,3,9%,x
COc1cc(C=C2C(=O)c3ccccc3C2=O)ccc1O,5%,-29%,-77*,-2%,-4%,8,3%,2%
COc1cccc(CNC(=O)c2ccc3nc(CCc4ccccc4)oc3c2)c1OC,x,x,x,x,-10%,1,11%,6%
Fc1cccc(Cl)c1CNc1n[nH]c(-c2ccco2)n1,x,x,x,x,-3%,-4,u,-4%
CC1(OC(=O)C2CCCC2)C(=O)C=C2C=C(c3ccsc3)OC=C2C1=O (stereo unspecified),12%,-49%[inhibitor],-19,10%,-70%[inhibitor],7,-88%[inhibitor],18%
Cc1cc(=O)[nH]c(SCC2(O)C3CC4CC(C3)CC2C4)n1 (stereo unspecified),-6%,-5%,-19,4%,-5%,-7,2%,-5%
CCN(CC)CCN1C(=O)C(=O)/C(=C(/O)c2ccncc2)C1c1ccccc1 (stereo unspecified),2%,1%,27,-2%,-9%,-6,4%,-7%
CCCCN1C2=NCCCN2c2cc(C)c(C)cc21,13%,-6%,0,7%,0%,-14,-12%,-6%
CC(C)(C)n1cnc2cc(NC(=O)c3ccccc3)ccc21,5%,1%,11,-3%,-15%,0,-38%[inhibitor],1%
CCNC(=O)NC(=O)C(C)Sc1nnc(COc2ccccc2Cl)o1 (stereo unspecified),1%,-19%,30,0%,-3%,-14,2%,14%
Cc1cc2n(n1)C(c1sccc1C)Nc1ccccc1-2 (stereo unspecified),8%,-2%,6,-11%,-13%,2,18µM*,11%
CCCS(=O)(=O)N1CCN(C2CCC(C)CC2)CC1 (stereo unspecified),2%,-7%,-4,2%,2%,-5,12%,-2%
CC1CN(C(=O)c2ccc([N+](=O)[O-])s2)CC(C)O1 (stereo unspecified),9%,0%,11,4%,-12%,1,27%,-18%
CN(C)C(=O)CSc1nnc(-c2ccco2)n1-c1ccccc1,-3%,-3%,76,3%,-8%,1,-13%,15%
CC(OC(=O)c1ccc2c(c1)OCCO2)C(=O)c1ccccc1 (stereo unspecified),7%,8%,5,-9%,-6%,0,15%,-2%
CS(=O)(=O)N(CC(=O)NCCSCc1cccc(Cl)c1)c1ccc2c(c1)OCO2,5%,1%,21,-1%,10%[9.22 µM],3,5%,-23%
CCC(C(=O)Nc1ccc(C(C)=O)cc1)n1c(C)c2cnn(-c3ccccc3)c(=O)c2c1C (stereo unspecified),x,x,x,x,-5%,-21,12%,u
COc1cc(Nc2ncc3c(n2)CCN(Cc2ccc(OC(C)C)c(OC)c2)C3)cc(OC)c1,x,x,x,x,-23%,-6,2%,u
C[C@@H]1CN([C@H](C)CO)C(=O)CCCn2cc(nn2)CO[C@H]1CN(C)C(=O)C1CCCCC1,2%,-5%,12,4%,-11%,-8,u,-15%

# Other compounds follow.
SMILES,EPAC2 agonist,aSyn yeast inh,D3 antag,EPAC2 antagonist,Abeta rescue,DRD3 agonist,TDP-43 yeast inh,FUS suppressor
Cc1cc(=O)cc(C)n1-c1ccc2c(c1)nc(C)n2-c1ccccc1,2%,-2%,8,-4%,14%,6,-15%,-12%
C/C(=N/NC(=O)c1ccc(Cl)s1)c1cccnc1,7%,1%,-14,0%,-4%,-5,-14%,9%
Cn1c(-c2ccsc2)c(-c2cccs2)c2cc(-c3ccc4[nH]ccc4c3)ccc21,5%,2%,4,4%,-21%,17,23%,40%
Oc1[nH]c(N=C2N=c3ccccc3=N2)c2ccccc12,-6%,-22%,12,-1%,-22%,4,-17%,13%
CCOC(=O)CNC(=O)CSc1nc2cccnc2n1C,-1%,1%,6,-6%,4%,-2,11%,1%
COc1ccc(S(=O)(=O)N(CCc2ccccc2)CC(=O)NC(C)C)cc1,-4%,-4%,5,18%,6%,-13,-16%,22%

# Compound activity deposited in PubChem by National Center for Advancing Translational Sciences (NCATS).
